# Screens (PubChem BioAssay)
# DUSP3 inh = blocks human VHR1 dual specificity phosphatase; hit rate 0.52% among 290,000; inhibition, % at 13.3 µM; recombinant VHR phosphatase, pNPP absorbance; in the data active means inhibition above about 50%; further: some compounds called inactive have numbers as strong as hits
# Target sequence (P51452 whole entry, looked up): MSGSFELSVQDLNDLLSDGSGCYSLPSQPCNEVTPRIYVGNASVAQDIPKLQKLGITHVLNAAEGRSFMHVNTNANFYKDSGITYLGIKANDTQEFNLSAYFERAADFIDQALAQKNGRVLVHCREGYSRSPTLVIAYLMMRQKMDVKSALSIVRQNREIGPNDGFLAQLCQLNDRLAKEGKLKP
# Anthrax LF inh2 = blocks Bacillus anthracis lethal factor protease; hit rate 0.12% among 360,000; P15917; inhibition, % at 10 µM; multiplex microsphere protease cleavage assay, LF; in the data active means inhibition above about 30%; inconclusive means no clear call, values can overlap the other calls; further: plate controls were buffer without enzyme for full effect and enzyme alone for no effect
# PfHsp40 rescue = rescue of PfHsp40-mediated yeast toxicity; S. cerevisiae expressing PfHsp40, growth rescue, ATP luminescence; growth rescue, % at 12.5 µM; hit rate 0.68% among 340,000; AID 504582; in the data active means growth rescue above about 28%, passing the limit was not always enough; inconclusive means no clear call, values can overlap the other calls;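 further: yeast W303a lacking pdr1 and pdr3 grown in galactose medium; growth measured after three days at 30 °C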
# PriA SSB inh = blocks PriA binding to SSB C-terminal tail; AlphaScreen SSBct-PriA binding, biotinylated peptide; inhibition, % at 33 µM; hit rate 0.6% among 430,000; AID 1272365; in the data active means inhibition mostly above about 37%, no sharp cut-off; inactive means mostly below about 20%;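 further: plate controls were negative control peptide for no effect and reference peptide for full effect; strong numbers were not always called active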
# BH1578 lux ind = induces V. cholerae light production without autoinducers | V. cholerae BH1578 lux reporter, luminescence, 6 h | activation, % at 18.7 µM | hit rate 0.16% among 350,000; in the data active means activation mostly above about 9.7%, no sharp cut-off; inconclusive means no clear call, values can overlap the other calls; inactive means mostly below about 3.7%; further: not every result past the cut was called active; inactives centre near 0; reference of the scale not given here
# Rv3671c inh = inhibits the M. tuberculosis serine protease Rv3671c; inhibition, % at 5.96 µM; hit rate 0.048% among 320,000; P9WHR9; AID 2606; in the data active means inhibition above about 38%;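 further: extracellular domain of Rv3671c used as enzyme; 0% = enzyme with DMSO and 100% = no enzyme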
# Target sequence (P9WHR9 whole entry, looked up, the tested form may be a part): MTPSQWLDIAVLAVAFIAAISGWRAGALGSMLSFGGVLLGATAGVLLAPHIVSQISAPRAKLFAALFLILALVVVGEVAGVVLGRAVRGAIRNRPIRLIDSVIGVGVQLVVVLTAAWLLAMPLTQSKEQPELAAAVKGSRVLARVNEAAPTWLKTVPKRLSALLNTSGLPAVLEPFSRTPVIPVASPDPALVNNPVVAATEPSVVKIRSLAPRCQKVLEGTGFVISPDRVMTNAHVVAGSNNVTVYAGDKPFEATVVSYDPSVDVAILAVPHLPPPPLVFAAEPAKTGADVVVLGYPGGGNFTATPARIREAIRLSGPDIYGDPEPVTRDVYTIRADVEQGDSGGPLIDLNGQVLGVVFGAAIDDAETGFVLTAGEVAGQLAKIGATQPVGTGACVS
# Y pestis TopoI = Y. pestis Topo-I inhibition via cleavage products; Y. pestis Topo-I cleavage product accumulation, plate reader; activity, % at 10 µM; hit rate 0.064% among 360,000; in the data active means activity above about 50%, passing the limit was not always enough; inconclusive means no clear call, values can overlap the other calls; further: inactives centre near 2
# TcdB inh = TcdB glycohydrolase inhibition. P18177. AID 652162. inhibition, % at 9.99 µM. hit rate 0.24% among 350,000. TcdB glycohydrolase enzymatic assay, plate reader; in the data active means inhibition above about 10%
# SARS 3CLpro inh = SARS-CoV 3CLpro protease inhibition | inhibition, % at 6 µM | AID 1706 | P0C6X7 | hit rate 0.14% among 290,000 | recombinant SARS-CoV 3CLpro, quenched FRET peptide cleavage; in the data active means inhibition above about 12%
# MazF activator = activators of E. coli MazEF toxin-antitoxin RNase; P0AE70; FAM/BHQ RNA-DNA oligo cleavage fluorescence, 5 h; activation, % at 20 µM; hit rate 0.32% among 350,000; in the data active means activation above about 50%
# Target sequence (P0AE70 whole entry, looked up): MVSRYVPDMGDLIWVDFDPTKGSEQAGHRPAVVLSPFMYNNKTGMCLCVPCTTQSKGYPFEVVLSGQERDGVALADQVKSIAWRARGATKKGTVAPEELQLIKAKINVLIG
# An asterisk follows results filed as active; i = inactive; ? = inconclusive; / = no result given; & = joins results of further samples. Not all compounds are listed, so the mix of outcomes need not match the whole.
SMILES,DUSP3 inh,Anthrax LF inh2,PfHsp40 rescue,PriA SSB inh,BH1578 lux ind,Rv3671c inh,Y pestis TopoI,TcdB inh,SARS 3CLpro inh,MazF activator
NC(=O)c1cc(S(=O)(=O)N2CCN(c3cccc(Cl)c3)CC2)cs1,-7.2,-1.6,-1.9,-3.2,i,-9.1,-2.1,0.3,0.3,-4.4
CC(OC(=O)C1CCN(S(=O)(=O)c2ccc(Cl)cc2)CC1)C(=O)N1CCc2ccccc21 (stereo unspecified),25.4,-3.2,7.2,-14.6,i,-12.2,26.2,/,4.2,-0.6
CCCN(CCC)S(=O)(=O)c1ccc(C(=O)NCc2ccco2)cc1,18.1,-0.2,5.1,2.1,0.2,-2.9,10.9,1.6,-5.1,2.7
O=C(CSC(=S)N1CCCC1)c1ccccc1,19.2,4.0,0.7,-12.3,i,-7.3,5.6,1.6,-1.4,-0.8
O=C(CN1C(=O)CSC1=O)NC1CCCCC1,8.8,-4.5,0.4,-9.9,16.7*,8.2,1.7,/,4.4,3.8
Cc1ccc(Oc2ccc(-c3nc(N)nc(N)n3)cc2)cc1,-5.1,-1.2,?,5.5,0.8,6.2,1.5,/,-3.6,8.1
COc1ccc2c3c([nH]c2c1)C1CC2C(CC(O)C(OC)C2C(=O)O)CN1CC3 (stereo unspecified),3.3,-30.6,-0.9,6.5,0.7,9.8,1.3,0.9,-25.2,-38.4
CCCn1c(CN2CCN(C(=O)OCC)CC2)nc2cc(NC(=O)C(C)C)ccc21,26.8,-1.8,-0.9,0.0,i,5.6,10.0,2.3,-1.0,2.4
Cc1ccc(Sc2cc(C(F)(F)F)nc(N(C)C)n2)cc1,-14.5,-3.1,-1.3,-11.8,-0.7,-5.4,2.9,/,7.2,-3.3
Cc1cccc(-c2cc(C(=O)Nc3ccc4c(c3)OCCO4)c3ccccc3n2)c1,15.2,-0.9,0.0,7.9,-0.6,-25.4,-0.8,/,1.4,-0.9
CCC(NC(=S)NC1CCCCC1)c1ccc(C)cc1 (stereo unspecified),-2.1,1.5,-1.7,/,-0.4,/,2.5,/,0.8,/
CCOC(=O)C1=C2c3ccc4ccccc4c3CC(C)(C)N2C(=O)C1=O,-11.0,1.1,4.9,1.2,4.2,3.1,-4.2,1.1,-0.1,-4.0
CC1=C(C(=O)OCc2ccccc2)C(c2ccc(C(F)(F)F)cc2)NC(=O)N1CCCCCC(=O)O (stereo unspecified),12.4,-2.4,16.2,-10.6,-1.3,-7.6,10.4,0.1,6.0,3.6
CCOC(=O)C1=C(C)Nc2nc(SCC)[nH]c(=O)c2C1c1ccncc1 (stereo unspecified),3.6,1.1,-1.6,-7.1,-1.5,-4.3,-3.4,/,-0.2,7.6
O=C1NC(=O)N(Cc2ccco2)C(=O)/C1=C/c1ccc(-c2cccc([N+](=O)[O-])c2)o1,-3.6,-2.7,-0.6,-12.7,i,1.6,-18.2,/,-2.2,-95.0
COc1cccc(Nc2nnc(SCC3CCCCO3)s2)c1 (stereo unspecified),-6.4,-1.0,2.7,-7.8,i,-5.4,-6.8,1.5,-4.8,-0.8
Cc1ccsc1-c1nc(CN2CCN(C)C(=O)[C@@H]2C)c(C)o1,7.3,-0.9,0.0,-10.0,3.1,-9.6,4.7,1.5,3.3,6.1
CCC(C)NC(=O)C1CCC(=O)N1Cc1ccc(C)cc1 (stereo unspecified),23.7,-0.1,-0.2,-7.9,i,-3.6,1.1,/,-0.8,10.1
O=c1oc2c(CN3CCOCC3)c(O)c(Cl)cc2c2c1CCCC2,3.4,1.2,-0.9,-4.5,/,-3.3,1.0,0.0,5.5,9.4
O=[N+]([O-])c1cccc(CN2CCN(Cc3ccc(Cl)cc3)CC2)c1,40.9,-5.7,0.3,0.2,-0.5,14.8,10.8,-0.1,0.6,4.9
NC(=O)c1cc(-c2ccccc2)nc(N2CCOCC2)n1,16.3,5.5,0.8,-5.0,i,-1.1,5.0,/,-0.1,7.9
COc1ccc(-c2ccc(CN3C(C(C)C)C(=O)N(Cc4cn(CC5CCCCC5)nn4)CCS3(=O)=O)cc2)cc1 (stereo unspecified),/,-3.2,/,/,0.2,/,2.3,0.5,/,-3.4
C=CCN(CC(=O)NC1CC1)S(=O)(=O)c1cccc(C(F)(F)F)c1,/,-5.4,-0.5,-8.6,i,-2.2,-8.4,1.2,/,4.5
O=C(Cn1ncnn1)OCc1ccccc1Cl,10.8,4.2,0.5,-11.6,i,-1.8,-3.9,/,-1.5,10.8
C/C(=N\NC(=O)c1ccc(Br)cc1)C1C(=O)c2ccccc2C1=O,10.4,-2.5,-0.4,/,-0.4,15.4,-4.1,0.5,0.8,-2.0
O=C1CCC([N+](=O)[O-])C(c2ccc(-c3ccccc3)cc2)N1 (stereo unspecified),/,-8.9,-0.9,-12.6,-0.6,2.8,1.1,1.7,/,3.3
Cc1c(S(=O)(=O)NC2CCCCC2)c(=O)n(C)c(=O)n1C,/,3.2,-0.7,-15.0&-0.8,-7.1,-9.6,-6.8,0.3,/,-4.0
CN1CCN(c2ccccc2NC(=O)c2ccc3c(c2)OCCO3)CC1,-11.4,-7.6,-0.5,0.6,i,-3.7,-6.7,-0.5,-1.4,6.8
N#Cc1nc(Cc2cccc3ccccc23)oc1NCC1CCCO1 (stereo unspecified),19.4,-6.2,0.0,16.1,2.4,0.7,-0.5,/,-3.1,-14.3
S=c1[nH]nc(-c2c[nH]c3ccccc23)o1,/,3.8,-3.2,-10.5,-1.6,3.7,-0.8,0.8,-3.6,2.3
COCCN(CCOC)c1ncnc2c1cnn2-c1ccccc1,22.0,0.4,-0.6,-2.8,-0.3,5.1,-7.4,0.2,/,3.9
Cc1cccc(N(C(=O)Cn2nnc3ccccc32)C(C(=O)NC(C)(C)C)c2ccsc2)c1 (stereo unspecified),3.6,2.9,-0.1,2.1,-1.8,-5.4,5.3,-0.2,0.8,-4.1
Cc1ccc(NCCC(=O)c2ccc(Cl)cc2)cc1C,6.0,-1.3,-2.1,-9.3,-0.2,-8.7,-5.1,/,1.5,-8.8
Oc1oc(-c2ccccc2)nc1C=Nc1ccccc1,8.2,-0.8,0.5,-13.8,i,2.1,-5.1,/,1.5,5.2
CCCC[C@@H]1C=C(C(=O)O)[C@H](c2ccc(C)cc2)N1S(=O)(=O)c1ccc(C)cc1,/,3.2,-1.0,0.0,i,4.7,12.4,1.0,/,-1.0
Cc1n[nH]c(=O)nc1Nc1ccc(O)cc1,26.4,-0.2,-0.4,-7.6,i,-1.2,8.0,21.0*,-1.8,0.4
O=C(NC1=NCCS1)C1CCN(S(=O)(=O)c2cc([N+](=O)[O-])ccc2Cl)CC1,/,-1.2,0.2,10.3,i,-5.7,-5.3,0.8,/,7.4
Cc1cc(OCC(=O)Nc2ccccc2N2CCCC2)ccc1C(C)C,/,/,-1.2,3.8,-0.6,-0.4,42.1,0.5,/,-6.4
Cc1cc(C)cc(-n2c(C)cc(/C=N/NC(=O)CSc3ncccn3)c2C)c1,27.6,-7.8,-0.1,/,-0.4,5.5,9.6,/,-1.4,-0.5
CCOC(=O)CC[C@H](NC(=O)Cn1cnc2c(OCc3ccccc3)ncnc21)C(=O)OCC,/,0.4,0.9,-10.8,-1.8,2.4,5.9,2.3,/,0.2
CSc1ccccc1-c1nnc(NC(=O)Cc2ccccc2)o1,-3.6,/,-0.6,-8.0,-0.2,6.4,5.0,0.3,-2.2,2.0
CN(C(=O)COC(=O)c1cc2ccccc2oc1=O)C1CCCCC1,/,7.7,1.3,17.6,i,3.0,-7.4,0.1,/,10.4
CCN(CC)CCCNC(=O)N[C@@H](Cc1ccccc1)C(=O)O,8.4,0.3,0.1,-21.6,i,6.6,-10.0,/,8.1,3.5
COC(=O)c1ccc(CN2CCCC(C(=O)Nc3ccc(-c4ccn[nH]4)cc3)C2)cc1 (stereo unspecified),30.4,-2.4,-1.0,2.0,i,-5.1,-5.6,-0.6,-0.6,2.6
COc1ccc(CCNC(=O)Cn2cnc3sc(C)c(-c4ccc(F)cc4)c3c2=O)cc1OC,14.9,-5.3,-0.9,-10.9,-0.5,-6.2,11.1,1.0,3.3,4.5
CCOC(=O)c1oc2ccccc2c1NC(=O)c1ccc2c(c1)OCO2,6.8,-2.4,0.4,-3.6,-0.3,-5.2,-4.0,/,-0.1,-1.0
O=c1c2ccccc2nnn1Cc1ccc2ccccc2c1,33.9,-4.0,1.9,-5.5,-0.5,8.1,6.1,1.0,3.1,1.0
CCOc1ccc(S(=O)(=O)Nc2ccc(C(=O)NCC3CCCO3)cc2)cc1 (stereo unspecified),17.9,2.0,-0.7,-9.4,-12.5,0.6,11.0,-0.9,1.4,3.3
O=C(c1ccco1)N1CCC(c2nc(-c3ccccc3Cl)no2)CC1,-4.6,-1.7,-0.6,-10.7,-2.9,6.0,1.4,/,-1.3,-3.2
CCCC(=O)Nc1ccc(N2CCOCC2)cc1,-12.2,0.4,-0.1,-15.7,i,1.5,-7.9,/,-0.1,-0.8
COc1ccc2nc(C)cc(NCc3cccc(C(F)(F)F)c3)c2c1,20.4,-2.2,-1.0,-2.0,i,11.3,-22.7,1.0,-2.1,10.1
COc1nc(Cl)cn(-c2ccc(C)cc2)c1=O,5.0,0.3,-0.7,-2.8,-0.2,10.6,6.8,/,-2.7,-4.5
CN(C)CCCNc1cc(Cl)c(S(=O)(=O)N2CCCCC2)cc1C(=O)O,-21.5,8.4,-1.7,-12.5,0.0,/,-0.7,1.5,2.8,6.5
CCC(=O)Nc1ccc(NC(=O)c2ccccn2)cn1,1.2,1.8,-1.2,2.6,-0.3,0.7,-2.0,/,-1.4,-2.5
CCOC(=O)C1=C(N)OC2=C(C(=O)CC(C)(C)C2)C1c1cccs1 (stereo unspecified),0.9,1.8,1.6,-9.9,/,1.4,-1.4,/,-1.2,-0.5
CCN(CC)CCNC(=O)c1ccc(NC(=O)c2cn(-c3ccc(F)cc3)nc2-c2cccc(OC)c2)cc1,16.0,6.2,-0.7,12.5,-0.3,-75.3,-39.5,3.8,3.1,-28.6
C/C(=N\Nc1nc2c(s1)CCCC2)c1ccc(Cl)cc1,27.0,-13.0,0.9,/,-0.5,-6.7,?,/,0.6,-3.3
COc1ccc(Cl)cc1C(=O)C1CCCN(CCO)C1 (stereo unspecified),13.9,-4.9,-0.3,-1.4,-0.3,-0.5,8.8,4.6,-4.8,3.3
CCOC(=O)c1c(C)[nH]c(C)c1C(=O)COC(=O)/C=C/c1cccc(Cl)c1,-11.0,5.5,-0.3,5.9,-0.5,-9.1,34.4,/,-1.8,4.0
O=C(O)c1cc(Cl)c(Cl)cc1C(=O)N1CCOCC1,22.1,-0.9,0.7,-1.7,-6.2,11.8,4.0,0.8,2.3,-4.7
N#CCC(=O)N1CCN(C(c2ccccc2)c2ccccc2)CC1,/,?,/,0.7,-0.1,4.8,1.2,-1.5,/,2.9
COc1ccc(CCNC(=O)COc2ccc(-c3ccc(C#N)cc3)cc2)cc1,-3.4,-1.1,-1.2,3.6,-1.3,4.3,4.0,0.4,0.8,-16.7

# Pulled by compound from the list above:
SMILES,DUSP3 inh,Anthrax LF inh2,PfHsp40 rescue,PriA SSB inh,BH1578 lux ind,Rv3671c inh,Y pestis TopoI,TcdB inh,SARS 3CLpro inh,MazF activator
COc1ccc2nc(C)cc(NCc3cccc(C(F)(F)F)c3)c2c1,20.4,-2.2,-1.0,-2.0,i,11.3,-22.7,1.0,-2.1,10.1
CCOC(=O)c1c(C)[nH]c(C)c1C(=O)COC(=O)/C=C/c1cccc(Cl)c1,-11.0,5.5,-0.3,5.9,-0.5,-9.1,34.4,/,-1.8,4.0
